Bioassay records as filed in PubChem BioAssay.
HEK293 cAMP cs – counter-screen for TSHR agonists: cAMP increase in parental HEK293 | AID 938 | parental HEK293 CNG cAMP sensor, membrane potential fluorescence | 2.5% of 73,000 active | Potency, µM (highest dose often 57.1 µM), without a hit: top-dose activation, most hits filed as activators; also: potency is read from the fitted curve at half-maximal effect; % of control where 0% means no effect; nearly all actives have a fitted effect of over 55% in size
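Counterscreen for endogenous-receptor signalling: CNG-channel HEK 293 cells report cAMP rise by membrane depolarization. After 60 min dye equilibration with 100 uM RO 20-1724, compounds incubated 30 min before bottom-read fluorescence at 590 nm.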
A350 fluor – A350 region autofluorescence; Compound autofluorescence, 340/450 nm, Alexa 350 dye-equivalents; stronger effect = higher value; max dye-equivalent concentration, M; 11% of 59,000 active; in the data active = max dye-equivalent concentration above about 10 nM; inconclusive = mostly about 1.1 nM to 9.6 nM
Tau fil binding – binds recombinant human tau filaments; P10636; recombinant tau filaments, thioflavin S fluorescence, 15 h; filaments grown with octadecylsulfate alongside compound; Potency, µM (doses to about 57.1 µM), for inactives: at the highest dose activity change, negative = inhibition; 2% of 71,000 active; AID 596;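 also: potency is read from the fitted curve at half-maximal effect; % is scaled to controls: 0 for no effect and ±100 for the full control effect; actives lower thioflavin S fluorescence by blocking filaments or displacing dye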
Target sequence (P10636 whole entry, looked up): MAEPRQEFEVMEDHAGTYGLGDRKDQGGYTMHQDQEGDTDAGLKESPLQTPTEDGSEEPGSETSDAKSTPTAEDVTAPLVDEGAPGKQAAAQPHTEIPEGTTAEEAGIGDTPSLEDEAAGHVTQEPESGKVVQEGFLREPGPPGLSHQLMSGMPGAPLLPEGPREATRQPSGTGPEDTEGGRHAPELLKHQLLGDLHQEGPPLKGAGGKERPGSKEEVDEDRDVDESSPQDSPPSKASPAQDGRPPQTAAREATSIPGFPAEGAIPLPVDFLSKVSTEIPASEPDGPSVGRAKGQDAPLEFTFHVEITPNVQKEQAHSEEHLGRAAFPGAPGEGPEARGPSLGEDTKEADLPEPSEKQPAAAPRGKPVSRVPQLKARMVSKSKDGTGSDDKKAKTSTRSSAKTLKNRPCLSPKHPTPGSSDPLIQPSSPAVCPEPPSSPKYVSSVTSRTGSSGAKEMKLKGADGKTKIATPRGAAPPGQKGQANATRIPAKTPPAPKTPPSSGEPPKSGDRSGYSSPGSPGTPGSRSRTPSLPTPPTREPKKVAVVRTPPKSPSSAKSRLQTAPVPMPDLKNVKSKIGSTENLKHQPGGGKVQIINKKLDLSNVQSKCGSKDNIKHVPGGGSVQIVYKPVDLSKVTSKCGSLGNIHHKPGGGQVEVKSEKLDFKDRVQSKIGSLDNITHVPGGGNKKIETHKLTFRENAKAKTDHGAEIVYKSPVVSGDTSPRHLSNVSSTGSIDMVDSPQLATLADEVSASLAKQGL
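ThS-based fibril read: tau 1 uM final, inducer ODS 30 uM final, 37 C for 15 h, ex 450/em 510 nm.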
Caspase-7 inhib – caspase-7 (human) inhibition, allosteric or competitive; 0.02% of 75,000 active; P55210; AID 889; recombinant caspase-7, Ac-DEVD-AFC fluorescence rate; Potency, µM (highest dose often 57.5 µM), for the others: at the top dose activity change, negative = inhibition, hits mostly inhibitors; active = well fitted inhibition curve with a large enough effect in the main read-out, with a control signal flat, not every such curve was filed as active; inconclusive = small, poorly fitted or top-dose-only effect, or a change in a side signal; also: potency is read from the fitted curve at half-maximal effect; % of control where 0% means no effect
Target sequence (P55210 24-198 limits assumed): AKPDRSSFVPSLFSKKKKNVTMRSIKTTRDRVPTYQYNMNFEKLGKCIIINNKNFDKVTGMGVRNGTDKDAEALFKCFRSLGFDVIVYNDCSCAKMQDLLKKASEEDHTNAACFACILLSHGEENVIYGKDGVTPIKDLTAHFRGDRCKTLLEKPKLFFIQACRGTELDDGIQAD
Target sequence (P55210 207-303 limits assumed): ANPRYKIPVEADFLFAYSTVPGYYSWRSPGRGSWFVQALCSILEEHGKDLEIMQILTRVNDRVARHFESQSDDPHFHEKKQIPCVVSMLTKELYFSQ
ERK AVP inh – blocks ERK signaling stimulated by vasopressin. HEK293-V1b, vasopressin-stimulated pERK AlphaScreen. Potency, µM (doses to about 57.5 µM), without a hit: top-dose activity, negative = inhibition, hits mostly inhibitors. 0.99% of 72,000 active; also: potency is read from the fitted curve at half-maximal effect; % is scaled to controls: 0 for no effect and ±100 for the full control effect; nearly all actives have a fitted effect of over 55% in size
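HEK293 cells stably expressing V1b receptor, preincubated 30 min at 37 °C with compound, then stimulated 5 min with 25 nM vasopressin. Phospho-ERK by AlphaScreen SureFire after 5 h RT; normalized to DMSO and vasopressin; AC50 by Hill fit.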
Fluorescein autfl – compound autofluorescence in fluorescein spectral region; max fluorescein-equivalent concentration, M; 0.91% of 59,000 active; Compound autofluorescence, 480/540 nm, fluorescein-equivalent; stronger effect = higher value; AID 593; in the data active = max fluorescein-equivalent concentration above about 10 nM; inconclusive = between about 1.1 nM and that limit
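Each compound is tested across a concentration series in 100 mM Tris buffer at pH 8.0. After 15 min at room temperature, plates are imaged with 480 nm excitation and 540 nm emission filters, and intensities are converted to fluorescein-equivalent values.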
FLuc inh – firefly luciferase inhibition; P08659; purified firefly luciferase, luminescence, 8 min; Potency, µM (doses to about 57.1 µM), inactives show at the highest dose activity change, negative = inhibition, usual class: inhibitors; 2.2% of 72,000 active; AID 411; also: potency is read from the fitted curve at half-maximal effect; % is scaled to controls: 0 for no effect and ±100 for the full control effect; nearly all actives have a fitted effect of over 40% in size
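Compounds were tested as concentration series (qHTS) against purified P. pyralis luciferase with luciferin and 10 uM ATP in 50 mM imidazole pH 7.2, 50 mM KCl, 7 mM MgCl2, 0.01% Tween 20, 0.05% BSA. Luminescence was read after 8 min at ambient temperature.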
TexasRed autofl – compound fluoresces in the Texas Red spectral region | Compound fluorescence, Texas Red channel, 547/618 nm; stronger effect = higher value | max dye-equivalent concentration, M | AID 587 | 0.06% of 59,000 active; in the data active = max dye-equivalent concentration above about 10 nM; inconclusive = between about 1.1 nM and that limit
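Compound titrations in 100 mM Tris pH 8.0 were incubated 15 min at room temperature and read at 547 nm excitation / 618 nm emission. Texas Red six-point standard curve on each plate converted fluorescence to dye-equivalent concentration.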
4-MU autofl – compounds fluorescent in 4-MU spectral region; compound autofluorescence, 340/450 nm, 4-MU equivalents; stronger effect = higher value; max dye-equivalent concentration, M; 11% of 59,000 active; AID 589; in the data active = max dye-equivalent concentration above about 10 nM; inconclusive = mostly about 1.1 nM to 9.6 nM
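Compounds in 100 mM Tris, pH 8.0, incubated 15 min at room temperature, then fluorescence read at 340 nm excitation/450 nm emission. Signal converted to 4-MU dye-equivalent concentration using an on-plate six-point 4-MU standard curve.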
Rhodamine autofl – compound autofluorescence in rhodamine spectral region. max dye-equivalent concentration, M. AID 594. Rhodamine-region fluorescence, 547/598 nm, Tris buffer; stronger effect = higher value. 0.05% of 59,000 active; in the data active = max dye-equivalent concentration above about 11 nM; inconclusive = between about 1.1 nM and that limit
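qHTS spectral profiling of compounds without any target or enzyme present, in pH 8.0 Tris buffer; plates were read after a 15-minute room-temperature incubation using the rhodamine-region filter set.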
Caspase-1 inhib – caspase-1 (human) inhibition, allosteric or competitive; Caspase-1 enzyme, Ac-WEHD-AFC fluorogenic rate; Potency, µM (titrated, usually from 57.5 µM), without a hit: at the top dose activity change, negative = inhibition, hits mostly inhibitors; 0.03% of 75,000 active; AID 900; P29466;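 also: potency is read from the fitted curve at half-maximal effect; plate controls were vehicle for no effect and no substrate for full effect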
* = called active by the depositor; i = inactive; ? = inconclusive; . = not tested or not shown; [ ] = remark or other dose. Unless noted, calls follow the shape of the dose curve; as a rule, active = well fitted curve in the direction sought with a large enough effect; inconclusive = small, poorly fitted or top-dose-only effect, or another doubt; inactive = no such curve, though single readings can be large; an effect the other way counts as inactive or inconclusive. Only part of the results is shown; count on the stated rates, not on these rows.

SMILES	HEK293 cAMP cs	A350 fluor	Tau fil binding	Caspase-7 inhib	ERK AVP inh	Fluorescein autfl	FLuc inh	TexasRed autofl	4-MU autofl	Rhodamine autofl	Caspase-1 inhib
O=C(CSc1nnc(-c2c[nH]c3ccccc23)n1-c1ccc(F)cc1)NCc1ccco1	4%	i	-2%	-1%	?	i	-5%	i	i	i	-3%
COc1ccc(CN2CCOCC2)cc1Br	3%	.	0%	1%	-6%	.	-2%	.	.	.	0%
CC(=O)c1cnc(Nc2nc(C)c3ccc(C)cc3n2)nc1C	-7%	?	0%	2%	4%	?	1%	i	i	i	1%
CC(=O)CCc1c(C)[nH]c2ccc(NC(C)=O)cc2c1=O	-4%	.	7%	0%	-1%	.	1%	.	.	.	4%
CCCn1c(C)nc2c(N3CCC(N(C)C)C3)nc(C)nc21 (stereo not given)	-12%	.	1%	1%	-15%	.	.	.	.	.	1%
CCN(CC)C(=O)Oc1ccccc1NC(C)=O	-1%	.	22%	-2%	-5%	.	0%	.	.	.	1%
Cc1ccc(S(=O)(=O)Cn2cnnn2)cc1	-1%	?	2%	0%	-14%	?	3%	i	i	i	1%
Nc1cccc(C(=O)Nc2ccc(N)cc2Cl)c1	5%	.	?	2%	-8%	.	-2%	.	.	.	1%
CCCCN(CC)CCNS(=O)(=O)c1ccc2c(c1)oc(=O)n2C	7%	i	-4%	0%	22%	?	0%	?	i	i	2%
CC(C)(C)c1cc(CN2CCOCC2)c(C(=O)O)o1	4%	i	-3%	1%	-7%	i	1%	i	i	i	-1%
Cc1ccc(C2N(c3ccc(F)cc3)C(=O)C3CCCN32)cc1 (stereo not given)	3%	.	17%	-2%	?	.	3%	.	.	.	0%
Fc1ccccc1N1CCN(CCCNc2ccc3nncn3n2)CC1	?	.	10%	-1%	11%	.	3%	.	.	.	-3%
CN1C(=O)NC(NC(=O)C2CCCCC2)(C(F)(F)F)C1=O (stereo not given)	-2%	i	-3%	0%	-8%	i	1%	?	i	i	-2%
O=C(CSc1nnc(-c2c[nH]c3ccccc23)o1)N1CCCCC1	18%	?	18%	2%	-26%	i	-3%	i	i	i	0%
COc1ccc(-c2cnc(SCC(=O)Nc3cc(C)on3)n2Cc2ccco2)cc1	?	i	11%	-3%	?	i	4%	i	i	i	-4%
CS(=O)(=O)N1CCCC(C(=O)NCCc2ccc(Cl)cc2)C1 (stereo not given)	3%	?	1%	-1%	20%	i	1%	i	i	i	0%
Cc1ccc(C(=O)O)cc1[N+](=O)[O-]	?	.	3%	-1%	2%	.	.	.	.	.	-3%
C1CCN(c2nc(N3CCCCC3)nc(N3CCNCC3)n2)CC1	9%	?	-1%	0%	7%	?	2%	i	?	i	-2%
O=C(O)Cn1c(SC2CCCCC2)nc2ccccc21	7%	i	1%	-4%	16%	i	-2%	i	i	i	1%
CN(CC(=O)Nc1ccc2c(c1)OCCO2)S(=O)(=O)c1cccc2cccnc12	1%	.	-9%	1%	-24%	.	-17%	.	.	.	0%
COC(=O)CSc1n[nH]c(-c2ccncc2)n1	0%	i	9%	-1%	-11%	?	1%	?	i	i	-1%
CC1(C)CC2CC(C)(CN2C(=O)c2cc(-c3ccccc3O)on2)C1 (stereo not given)	3%	.	118%	-1%	-13%	.	1%	.	.	.	-1%
COCCn1c(COc2ccc(OC)cc2)nc2ccccc21	?	i	0%	0%	-13%	i	-27%	i	i	i	0%
COc1ccc(-c2nnc(SCC(=O)NC(=O)NCc3ccco3)o2)cc1	5%	i	-2%	-7%	18%	?	-4%	?	i	i	2%
COc1ccc(C2NC3=C(CCC3)C3(C#N)C4(N=C(N)C23C#N)OCCO4)cc1 (stereo not given)	24%	1.1e-08M*	20%	-14%	-7%	i	2%	i	?	i	?
COc1cc(-c2nnn(CC(=O)NC3CCS(=O)(=O)C3)n2)ccc1OCc1ccccc1 (stereo not given)	-8%	i	-7%	0%	1%	i	13µM*	i	i	i	-2%
Cc1c(C(=O)O)oc2ccc(S(=O)(=O)N3CCC(C)CC3)cc12	5%	i	-8%	0%	17%	i	0%	i	i	i	2%
COC(=O)c1cc(Br)c(=O)n(Cc2ccc(OC)c(OC)c2)c1	-1%	i	-4%	0%	-2%	i	-1%	?	i	i	-1%
CN(C)S(=O)(=O)c1cccc(C(=O)N2CCN(Cc3ccccc3)CC2)c1	?	?	-5%	-3%	0%	i	8%	i	i	i	-6%
COc1ccc(OC)c(NS(=O)(=O)c2cc(OC)ccc2OC)c1	9%	i	-10%	0%	-8%	i	2%	?	i	i	-1%
CCN(CC)S(=O)(=O)c1ccc2nc(COC(=O)c3n[nH]c4ccccc34)[nH]c2c1	2%	i	250%	-1%	8%	?	3%	i	i	i	-3%
O=C(O)c1ccc(-n2cccc2)cc1O	15%	i	-2%	-1%	25%	?	-3%	i	i	i	-2%
O=C(Nc1ccc2c(c1)OCO2)c1ccc(Br)c(S(=O)(=O)N2CCCC2)c1	?	i	-10%	-5%	?	i	-11%	i	i	i	-5%
O=C(CSc1nnc(CNC(=O)c2ccccc2F)o1)c1ccccc1	21%	i	2%	0%	5%	i	-1%	i	i	i	-1%
CC(=O)c1ccc(NC(=O)C2CCCN2S(=O)(=O)c2ccc(C)cc2)cc1 (stereo not given)	3%	.	-2%	0%	?	.	1%	.	.	.	4%
Cc1nc(NCCc2cnc[nH]2)c2oc3ccccc3c2n1	?	i	13%	1%	-21%	i	-2%	i	i	i	-2%

Shown with each value named: part of the list above
CC(=O)c1ccc(NC(=O)C2CCCN2S(=O)(=O)c2ccc(C)cc2)cc1 (stereo not given)
  HEK293 cAMP cs: 3%	A350 fluor: .	Tau fil binding: -2%	Caspase-7 inhib: 0%	ERK AVP inh: ?	Fluorescein autfl: .	FLuc inh: 1%	TexasRed autofl: .	4-MU autofl: .	Rhodamine autofl: .	Caspase-1 inhib: 4%
CCN(CC)S(=O)(=O)c1ccc2nc(COC(=O)c3n[nH]c4ccccc34)[nH]c2c1
  HEK293 cAMP cs: 2%	A350 fluor: i	Tau fil binding: 250%	Caspase-7 inhib: -1%	ERK AVP inh: 8%	Fluorescein autfl: ?	FLuc inh: 3%	TexasRed autofl: i	4-MU autofl: i	Rhodamine autofl: i	Caspase-1 inhib: -3%

(cont.)
SMILES	HEK293 cAMP cs	A350 fluor	Tau fil binding	Caspase-7 inhib	ERK AVP inh	Fluorescein autfl	FLuc inh	TexasRed autofl	4-MU autofl	Rhodamine autofl	Caspase-1 inhib
CCOC(=O)c1cc2sccc2n1Cc1ccccc1	?	i	-12%	1%	-1%	i	-2%	i	i	i	-2%
CC(C)(/C=N/O)/[N+]([O-])=C/c1ccco1	3%	?	3%	-1%	10%	?	4%	i	?	i	-3%
CN(C)c1ccc(C(c2nnnn2C(C)(C)C)N2CCc3ccccc3C2)cc1 (stereo not given)	16µM*	i	-3%	0%	3%	i	-1%	?	i	i	0%
COc1ccc(N(CC(=O)NC2CCCC2)C(=O)Cn2nnc(-c3ccc(C)cc3)n2)cc1OC	?	i	46%	1%	-10%	i	1%	?	i	i	0%
O=C1CC(c2ccccc2)C(C(=O)Nc2ccccc2F)N1 (stereo not given)	3%	.	-1%	-2%	-3%	.	2%	.	.	.	-2%
O=C(C1CCN(C2CC(=O)N(c3ccc(F)cc3)C2=O)CC1)N1CCOCC1 (stereo not given)	7%	?	-7%	0%	-13%	?	3%	i	i	i	0%
CCN(c1cccc(C)c1)c1ncnc2nc[nH]c12	1%	.	-13%	-4%	.	.	1%	.	.	.	-3%
COc1ccc(C(=O)Nc2cccc(C(=O)N3CCCC3)c2)cc1	11%	?	7%	0%	-19%	i	-15%	i	i	i	1%
Cc1nc2ccccn2c1C(=O)NCc1ccc2c(c1)OCO2	12%	?	0%	9%	15%	?	3%	i	i	i	2%
COc1ccc(N=c2scc(-c3ccc(S(=O)(=O)N4CCOCC4)cc3)n2CCCO)cc1	1%	i	4%	0%	-4%	i	1%	i	i	i	1%
c1ccc(Nc2nc(-c3cccnc3)cs2)nc1	0%	i	4%	2%	-8%	i	4µM*	i	i	i	0%
COc1ccc(NC(=O)c2cnn3c(C(F)(F)F)cc(-c4ccco4)nc23)cc1OC	-2%[11.4 µM]	.	0.4µM*	1%	-21%	.	4%	.	.	.	-2%
CSc1nc(N)nc(SCC(=O)OC(C)C)c1C#N	.	i	.	.	.	i	-2%[25.5 µM]	i	i	i	.
Nc1nc2ccccc2nc1N	3%	.	4%	0%	-7%	.	-3%	.	.	.	-2%
CCOc1ccc(-c2nn[nH]n2)cc1	6%	i	1%	0%	5%	i	-30%	i	i	i	-1%
COc1cc(Cn2c(-c3nonc3N)nc3ccccc32)ccc1C	25µM*	i	91%	-4%	0%	i	-2%	?	i	i	-3%
COCCn1c(-c2ccccc2F)n[nH]c1=S	2%	i	1%	0%	-25%	i	7%	i	i	i	1%
Cc1ccc2oc3c(c(=O)c2c1)C(c1cccc(O)c1)N(c1ccccn1)C3=O (stereo not given)	0%	.	13µM*	-6%	?	.	1%	.	.	.	5%
COc1cccc(CNC(=O)c2ccccc2N)c1	7%	i	-4%	-4%	-3%	i	-1%	i	i	i	-2%
Cc1ccc(NC(=O)CCCC(=O)O)c(Br)c1	-2%	i	-5%	0%	5%	i	2%	?	i	i	2%
Cc1cc(C)n2nc(CC(=O)NC3CCCCCC3)nc2n1	10%	i	0%	0%	-15%	i	-1%	i	i	i	1%
